# Screens from PubChem BioAssay.
# HTRA1 inh = blocks human HTRA1 serine peptidase. inhibition, % at 5.96 µM. 340,000 tested, 0.5% active. recombinant HTRA1, FP-rhodamine activity-based probe, fluorescence polarization. Q92743; in the data active means inhibition above about 36%;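 further: 0% = enzyme with DMSO and 100% = wells lacking enzyme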
# Target sequence (Q92743 whole entry, looked up): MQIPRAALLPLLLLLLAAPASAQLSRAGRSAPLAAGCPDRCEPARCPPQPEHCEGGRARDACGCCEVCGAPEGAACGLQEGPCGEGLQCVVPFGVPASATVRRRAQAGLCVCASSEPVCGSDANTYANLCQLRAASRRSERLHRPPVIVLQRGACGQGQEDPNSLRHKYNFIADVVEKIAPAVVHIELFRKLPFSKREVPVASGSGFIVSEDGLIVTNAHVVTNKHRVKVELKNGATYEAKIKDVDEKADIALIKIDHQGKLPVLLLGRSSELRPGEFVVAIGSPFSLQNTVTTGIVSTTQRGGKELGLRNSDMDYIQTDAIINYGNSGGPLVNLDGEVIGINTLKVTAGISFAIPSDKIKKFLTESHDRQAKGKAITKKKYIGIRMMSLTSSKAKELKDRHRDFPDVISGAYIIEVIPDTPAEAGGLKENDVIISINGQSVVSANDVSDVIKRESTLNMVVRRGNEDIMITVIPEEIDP
# TDP2 inh = TDP2 (human) inhibition, absorbance primary screen; recombinant TDP2, T5PNP hydrolysis, p-nitrophenol absorbance 415 nm; inhibition, % at 12.8 µM; 370,000 tested, 0.34% active; O95551;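 active means inhibition above the mean of all tested compounds plus 3 SD, set per campaign, cut at about 25% in these data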;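 further: 0% = DMSO with enzyme and 100% = buffer with substrate but no TDP2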
#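 Assay system: recombinant human TDP2 / Reagent: T5PNP substrate at 5 mM, a TopII-DNA adduct mimic / Measured by: epi absorbance from released p-nitrophenol / Evaluation: % inhibition relative to enzyme-containing and enzyme-free wells / Control set: enzyme-free and DMSO wells / Replicates: each compound tested once, singlicate / Schedule: enzyme reaction with compound for 2 h at 37 °C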
# SIAE inh = blocks human sialic acid acetylesterase; inhibition, % at 9.66 µM; 370,000 tested, 0.69% active; AID 1053197; SIAE FP-Rh probe binding, fluorescence polarization; Q9HAT2;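 active means inhibition above a cutoff: mean of compounds within the control limits plus 3 SD of those, cut at about 17% in these data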;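 further: 0% = plate median of compound wells and 100% = probe without SIAE protein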
# TCR CD3 inh = blocks the human TCR-CD3 interaction; 360,000 tested, 0.37% active; TAMRA-labeled TCR probe fluorescence, biochemical; inhibition, % at 9.4 µM; AID 651800; in the data active means inhibition above about 19%;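 further: recombinant mutant TCR 2C K166C tagged with TAMRA read by polarization; 0% = receptor in buffer alone and 100% = receptor with positive control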
# LEDGF integ inh = blocks HIV-1 LEDGF/p75-dependent DNA integration; TR-FRET IN-LEDGF/p75 DNA integration, Eu/Cy5; inhibition, % at 3.7 µM; 370,000 tested, 0.64% active; AID 743269;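 active means inhibition above the screen-wide mean plus 3 SD, cut at about 13% in these data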;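 further: signal is the Cy5 over europium emission ratio at 671 and 618 nm; 0% = plate median of compound wells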
# PG9 binder = PG9 antibody binding by small molecule | TR-FRET gp120-PG9 antibody binding | inhibition, % at 6.7 µM | 360,000 tested, 0.43% active; in the data active means inhibition above about 8.5%
# UHRF1 MBD2 ctr = blocks human UHRF1 binding to methylated DNA | UHRF1 binding to methylated oligo, TR-FRET | inhibition, % at 4.4 µM | 370,000 tested, 0.75% active | AID 687016; in the data active means inhibition above about 21%;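 further: UHRF1 SRA domain binding a hemimethylated CpG hairpin DNA probe; 0% = median of test compound wells and 100% = reference inhibitor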
# DDE Tn7 FP inh = disrupts Tn7 cyclic peptide binding to fibrin D-Dimer-E complex | P02675 | FP displacement of FITC-Tn7 peptide from fibrin DD(E); 0% = median of compound wells per plate | inhibition, % at 8.3 µM | 370,000 tested, 0.13% active;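 active means inhibition above the mean of compounds falling within the control limits plus 3 SD of them, cut at about 14% in these data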;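 further: 0% = plate median of compound wells and 100% = 10 µM Aha-Tn7 peptide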
#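 system = human fibrin DD(E) protein | quantity = DD(E) 2 µM final | medium = Tris/NaCl/CaCl2 buffer, pH 7.8 | also added = labelled Tn7 tracer, 0.1 µM | compound dosing = single point at 8.3 µM | timing = compound with protein 10 min, then 3 h after probe, room temperature | signal = FP measurement | benchmarks = Aha-Tn7 high control | repeats = one replicate per compound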
# mABHD4 FP = inhibits mouse alpha/beta hydrolase domain 4 | purified mABHD4, FP-Rh probe fluorescence polarization | Q8VD66 | 370,000 tested, 0.54% active | inhibition, % at 8.92 µM;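 active means inhibition exceeding the mean over every tested compound plus 3 SD, cut at about 30% in these data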;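 further: 0% = plate median of compound wells and 100% = S159A mutant with DMSO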
# Target sequence (Q8VD66 whole entry, looked up, the tested form may be a part): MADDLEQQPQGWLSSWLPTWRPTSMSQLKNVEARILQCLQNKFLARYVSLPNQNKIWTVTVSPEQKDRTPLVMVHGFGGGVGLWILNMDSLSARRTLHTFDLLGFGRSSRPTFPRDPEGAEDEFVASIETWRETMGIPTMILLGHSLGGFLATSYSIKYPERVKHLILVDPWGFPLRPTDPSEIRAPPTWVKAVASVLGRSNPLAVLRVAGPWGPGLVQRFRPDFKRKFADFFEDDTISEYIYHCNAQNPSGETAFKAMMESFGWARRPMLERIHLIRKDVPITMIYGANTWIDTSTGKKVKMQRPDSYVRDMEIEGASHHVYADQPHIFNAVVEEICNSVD
#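 System: mouse ABHD4 enzyme, wild type / Medium: HEPES pH 7.0, NaCl, Pluronic buffer / Reagent: FP-Rh activity-based fluorescent probe / Control set: S159A mutant high control, sample median low control / Detection: fluorescence polarization with parallel and perpendicular emission, 525/598 nm / Schedule: 45 min + 60 min at 25 °C / Compound dosing: 8.92 µM, single dose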
# PRMT1 inh = PRMT1 (human) inhibition, primary screen | 370,000 tested, 1.3% active | recombinant PRMT1, activity-based probe fluorescence polarization | inhibition, % at 2.79 µM | Q99873;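 active means inhibition above about 21% made by adding two undisclosed values, limit read from the data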
# * = called active by the depositor; · = not tested or not shown. Rows were taken by chance (roughly 4.2% active in at least one column).
DDE Tn7 FP inh	LEDGF integ inh	mABHD4 FP	TCR CD3 inh	TDP2 inh	UHRF1 MBD2 ctr	SIAE inh	HTRA1 inh	PG9 binder	PRMT1 inh	structure
-1	7	-2	1	0	22*	-1	·	-2.9	8	COc1ccc(CNC(=O)c2sc(=O)n(Cc3cc(C(C)=O)ccc3OC)c2C)cc1
4	-5	-1	-1	6	2	4	6	0.5	3	COC(=O)C1CCN(C(=O)CN2C(=O)NC3(CCC(C)CC3)C2=O)CC1 (stereo not given)
-3	2	-2	5	0	2	11	2	-2.0	-3	COC(=O)c1cc(S(=O)(=O)Nc2cc(S(=O)(=O)N(C)C)ccc2C)oc1C
4	5	-5	7	3	0	-6	-14	-1.0	2	COc1ccc(N(C)S(=O)(=O)c2cccc(C(=O)NCc3ccc4c(c3)OCO4)c2)cc1
2	-2	1	11	-4	0	0	-8	0.1	4	Cc1ccc(NC(=O)CN(C)Cc2ccc(Cl)cc2)cc1
-2	6	-6	-2	-13	7	-1	-7	1.0	0	O=C(OCC1OC(n2ccc(=O)[nH]c2=O)C(O)C1OC(=O)c1ccccc1)c1ccccc1 (stereo not given)
8	1	12	8	10	-2	6	-4	-1.5	-2	Cc1cccc(OCC(=O)NNC(=O)c2ccc3nc[nH]c3c2)c1
4	-5	-2	2	-7	-2	-7	-2	0.4	4	O=C(Cc1ccc(F)cc1)c1ccc(O)cc1O
-5	-2	-12	1	-9	1	1	-4	-1.3	3	CC(C)(C)c1ccc(OCCCC(=O)Nc2nnc(C3CC3)s2)cc1
1	-2	10	-3	-1	-2	5	-3	0.2	0	O=C(COC(=O)/C=C/c1cccc(Br)c1)NC1CCCCCC1
2	-3	2	6	8	-7	9	1	-1.4	-1	O=c1oc2ccccc2c(Nc2ccccc2O)c1[N+](=O)[O-]
-6	2	-36	25*	-13	0	-23	-42	-0.3	-4	Cc1c(C(=O)OCC(=O)Nc2cccc(S(N)(=O)=O)c2)oc2c1ccc1ccccc12
-4	0	3	0	-2	0	3	-1	-1.3	-2	Cn1cc([N+](=O)[O-])c(C(=O)NCc2ccco2)n1
3	-3	-1	-10	-4	4	-6	-14	0.5	6	O=C1CN(C(=O)c2ccc(Br)o2)C(c2ccc(F)cc2)c2cc(F)ccc2N1 (stereo not given)
2	-3	-3	2	-6	0	-2	-1	-0.1	-3	CC(C)=CC(=O)Nc1nnc(-c2ccc(F)cc2)s1
-2	1	1	-5	2	1	-1	-6	-1.2	0	CCOc1ccc2[nH]c(C)c(CN3CCOCC3)c(=O)c2c1
2	1	1	9	-11	-2	-8	1	-2.9	0	Cc1ccc(C)c(CN2C(=O)c3ccccc3S(=O)(=O)c3ccc(C(=O)N4CCN(C)CC4)cc32)c1
1	-2	7	-4	-3	1	2	-2	0.3	0	COc1ccccc1Nc1cc(C)nc2c(C)cccc12
1	2	-3	0	-2	-4	0	7	-0.8	-7	CO/N=C/C=C1/N(C)c2ccccc2C1(C)C
-1	1	0	1	6	3	-4	0	-1.5	0	O=C(/C=C/c1ccccc1)NC(=S)Nc1ccc(N2CCOCC2)c(Cl)c1
7	-2	2	-1	-6	-1	-1	-5	-1.1	1	CCOC(=O)C(=CNc1cc(C)nn1-c1ccccc1)C(=O)OCC
3	-4	0	6	-7	1	2	-6	0.7	-1	Cc1ccc(NC(=O)C2CCCN(S(=O)(=O)c3c(C)noc3C)C2)nc1 (stereo not given)
5	-6	-4	2	-8	-2	2	-7	1.6	0	O=S(=O)(NC1CCN(Cc2ccccc2)CC1)c1ccc2ccccc2c1
4	-7	2	-7	-10	2	-3	4	-0.4	1	COC(=O)c1sccc1NC(=O)C1CC1
-6	1	3	-2	-15	4	-4	3	0.3	-1	COCCn1c(SCC(=O)Nc2ccc(S(N)(=O)=O)cc2)nc2ccccc21
-1	-1	7	-2	7	1	1	-30	-1.3	-2	N#Cc1ccc(C23CC4(C2)[C@H](CN(CC2CCCCC2)[C@@H]4c2ccccc2)C3c2ccc(Cl)nc2)cc1 (stereo not given in full)
-8	1	2	-3	-7	8	5	3	0.2	2	CC(=O)c1c(N2CCCCC2)nc(=S)n(Cc2ccccc2)c1C
-6	-1	0	5	-10	-6	-5	-4	-3.1	10	COc1ccc(NC(=O)CSc2nnc(Cc3ccccc3)c(=O)n2N)c(OC)c1
5	-2	-11	-14	-10	3	-1	2	1.3	8	Cc1sc(NC(=O)c2ccco2)c(C(c2ccncc2)N2CCOCC2)c1C (stereo not given)
-7	-4	3	9	-4	-1	0	·	-0.1	-2	CCCc1cc(=O)oc2cc(OCC(=O)N3CC[C@@]4(O)CCCC[C@H]4C3)ccc12
1	0	11	-2	13	-1	9	35	-3.5	2	CCC1=[N+](CC(=O)c2ccc(Br)cc2)CCn2c(C)ccc21
4	-3	2	1	-5	-2	2	1	-3.1	-3	O=c1cc(CN2CCN(Cc3ccc(F)cc3)C(CCO)C2)[nH]c2ccccc12 (stereo not given)
2	-2	-13	5	-9	-1	2	-18	-0.3	4	O=C(Nc1cccc(C(=O)Nc2cccc(C(F)(F)F)c2)c1)c1ccc(=O)[nH]c1
-1	1	2	4	4	1	0	·	-1.9	1	N#Cc1ccc(S(=O)(=O)NCC2CCN(C(=O)C(=O)c3cc4ccccc4o3)CC2)cc1
9	2	-15	5	-3	8	-33	-6	-0.5	0	O=C(NCc1nc(-c2ccc(C(F)(F)F)cc2)no1)Nc1cc(Cl)cc(Cl)c1
-9	-6	11	12	-7	1	-17	5	-4.3	-2	Cn1ccc(C(=O)NC(=S)Nc2ccc([N+](=O)[O-])cc2O)n1
5	0	4	·	8	0	6	·	·	4	COc1ccc(-n2c(SCC(=O)NC3CCCC3)nnc2-c2ccncc2)cc1
2	0	0	5	1	-2	0	-6	-2.6	-4	Cc1ccc(OCCCC(=O)Nc2ccc3c(c2)OCO3)cc1
1	1	-8	-4	-10	3	-3	-17	-1.4	4	Brc1ccc(-n2cnc(-c3ccccc3)c2)cc1
-4	-4	-5	0	-1	3	6	-3	-1.1	0	COC(c1ccccc1)c1c(-c2ccccc2)nn(C)c1Cl (stereo not given)
1	-1	0	-5	-8	0	9	-4	0.6	1	Cc1c(C)n(Cc2ccccc2)c2ccc(C(=O)NCCCN3CCOCC3)cc12
1	0	-21	0	-5	1	-9	-36	-0.8	8	O=C(CSCC(=O)N1CCCCC1)Nc1nc(-c2ccc(Cl)s2)cs1
3	0	0	1	10	2	-6	2	2.4	-7	CCCCn1c(SCC(=O)Nc2cc(C)on2)nnc1-c1ccncc1
-7	-1	2	-2	-8	-1	-3	-6	-1.1	0	Cc1nn(-c2ccccc2)c2c1P(=O)(O)/C(=C1\N(C)c3ccccc3C1(C)C)C=N2
-5	1	-6	-1	-4	-2	-2	-5	-3.0	-3	COc1ccc(NC(=O)COC(=O)C2CCN(S(=O)(=O)c3ccccc3)CC2)cc1Cl
-3	8	2	4	2	1	8	-1	-0.2	-1	NNc1ccccc1C(F)(F)F
-1	2	-7	-3	-10	1	-5	0	1.0	-2	Cc1noc(C)c1NC(=O)Nc1ccc2c(c1)C(=O)N([C@H](C)CO)C[C@H](C)[C@H](CN(C)C(=O)NC1CCCCC1)OCCCC[C@@H](C)O2
5	-1	4	7	-11	0	0	2	-1.0	0	CN(CC1CCOCC1)C(=O)CC1C(=O)NCCN1CC(c1ccccc1)c1ccccc1 (stereo not given)
1	0	0	3	0	1	1	-4	0.2	-2	CCCNC(=O)c1c(NC(=O)C2COc3ccccc3O2)sc2c1CCCC2 (stereo not given)
10	3	5	0	12	-4	8	9	-2.2	-3	CC(=O)Nc1ccc(NC(=O)COC(=O)c2ccc([N+](=O)[O-])o2)cc1
7	-5	3	-10	15	2	-10	-3	-1.3	0	Cc1cc(Cl)ccc1OCC(=O)Nc1ccc(CN2CCOCC2)cc1
4	0	2	3	-9	0	2	2	0.9	0	O=C(O)CCCCNS(=O)(=O)c1ccc(Cl)c(C(F)(F)F)c1
-2	-1	5	-2	-3	2	5	-1	-0.7	0	O=C(CN1CCN(CCO)CC1)Nc1ccccc1
-6	-1	28	5	-12	1	14	53*	-1.6	17	Cc1ccc(/C=C/C(=O)c2ccccc(=O)c2O)c(C)c1
1	-1	-8	-4	1	-1	-26	-42	0.7	0	O=C(c1ccoc1)N1CCN(c2cc(-c3ccccc3)nc3cc(-c4ccc(Br)cc4)nn23)CC1
4	0	5	-1	8	0	-1	4	0.8	9	COC(=O)[C@@]1(C)[C@H]2C(=O)N(C)C(=O)[C@H]2[C@H]2CN=C(SCc3ccc(C#N)cc3)N21
-3	1	-1	-1	-13	0	4	2	2.5	-1	CCn1c(SCC(=O)N2CCCCC2C)nc2ccsc2c1=O (stereo not given)
7	-2	-1	·	-2	-1	-4	·	·	0	CCOC(=O)[C@@]12CCCC=C1N(CCc1ccc(Cl)cc1)C(=O)[C@H]2CC(=O)N1CCOCC1
-1	-1	-4	3	10	0	-2	0	-0.7	1	COc1ccccc1CN=C1Nc2ccccc2CS1
0	4	-10	-1	-5	10	-4	-1	0.9	3	CCO/C(C)=N/n1c2nc3ccccc3nc2c2c(=O)n(C3CCCC3)c(C)nc21
1	1	-2	-4	7	1	-8	·	1.5	5	Cc1ccc(F)cc1-c1cc2nc(NCCCN(C)C)n(C)c(=O)c2s1
2	-1	3	·	-5	-3	-4	·	·	0	COc1ncc(-c2cc(C(C)=O)c3n(c2=O)CCC3)c(OC)n1
12	-1	1	-8	3	1	12	2	-1.5	-1	COc1ccccc1N1CCN(Cc2ccc(OC)c(OC)c2OC)CC1

# Only LEDGF integ inh, UHRF1 MBD2 ctr and mABHD4 FP, for four of the compounds above:
SMILES	LEDGF integ inh	UHRF1 MBD2 ctr	mABHD4 FP
O=C(COC(=O)/C=C/c1cccc(Br)c1)NC1CCCCCC1	-2	-2	10
Cc1sc(NC(=O)c2ccco2)c(C(c2ccncc2)N2CCOCC2)c1C (stereo not given)	-2	3	-11
O=C(OCC1OC(n2ccc(=O)[nH]c2=O)C(O)C1OC(=O)c1ccccc1)c1ccccc1 (stereo not given)	6	7	-6
COc1ccccc1CN=C1Nc2ccccc2CS1	-1	0	-4

# Sorted by number of heavy atoms (descending): part of the list above.
DDE Tn7 FP inh	LEDGF integ inh	mABHD4 FP	TCR CD3 inh	TDP2 inh	UHRF1 MBD2 ctr	SIAE inh	HTRA1 inh	PG9 binder	PRMT1 inh	structure
8	1	12	8	10	-2	6	-4	-1.5	-2	Cc1cccc(OCC(=O)NNC(=O)c2ccc3nc[nH]c3c2)c1
2	-1	3	·	-5	-3	-4	·	·	0	COc1ncc(-c2cc(C(C)=O)c3n(c2=O)CCC3)c(OC)n1
-2	1	1	-5	2	1	-1	-6	-1.2	0	CCOc1ccc2[nH]c(C)c(CN3CCOCC3)c(=O)c2c1
